High-throughput results (PubChem BioAssay)
PKM2 activator – increases activity of human pyruvate kinase M2; P14618; purified PKM2, Kinase-Glo ATP luminescence, activation; response scale: 0% is enzyme alone, no compound; Potency, µM (top dose mostly 57.5 µM), for the others: at the highest dose activation, actives largely listed as activators; hit rate 0.34% among 260,000; AID 1631; note: potency is the fitted concentration of half-maximal effect; % is set by controls: 0 for no effect and ±100 for the full control effect; nearly all actives have a fitted effect of over 55% in size
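Purified hPK-M2 (>95%) run at intermediate activity with 0.1 mM ADP and 0.5 mM PEP in 50 mM imidazole pH 7.2, KCl, MgCl2; 1 h room temperature. ATP formed read by Kinase-Glo luminescence; normalized to uninhibited and no-enzyme controls.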
Menin MLL FP TR – menin-MLL binding inhibition, Texas Red mutant peptide | Menin + Texas Red MLL mutant peptide, fluorescence polarization | Potency, µM (titrated, usually from 61.6 µM), for inactives: at the top dose FP activity change, negative = inhibition, actives largely listed as inhibitors | hit rate 0.23% among 270,000; active = well fitted inhibition curve with a large enough effect in the polarisation, with a control signal flat, not every such curve was filed as active; inconclusive = small, poorly fitted or top-dose-only effect, or effect the other way, or a change in a side signal; inactive = no such curve, though single readings can be large or run the other way; the % refers to the polarisation; note: potency is the fitted concentration of half-maximal effect; % of control where 0% means no effect; many of its hits are not listed in these tables
MBNL1 CUG block – MBNL1-poly(CUG) RNA binding inhibition | TR-FRET MBNL1-His/biotin-(CUG)12 binding, 665/545 ratio | hit rate 0.036% among 280,000 | Potency, µM (highest dose often 57.5 µM), without a hit: at the top dose activity change, negative = inhibition, actives largely listed as inhibitors | Q9NR56; active = well fitted inhibition curve with a large enough effect in the signal ratio, with a control signal flat, not every such curve was filed as active; inconclusive = small, poorly fitted or top-dose-only effect, or effect the other way, or a change in a side signal; inactive = no such curve, though single readings can be large or run the other way; the % refers to the signal ratio; note: potency is the fitted concentration of half-maximal effect; % is set by controls: 0 for no effect and ±100 for the full control effect
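TR-FRET readout: Ex 340 nm, 665/545 nm emission ratio, normalized to buffer-only (basal) and MBNL1-(CUG)12 controls. Complex of MBNL1-His with Biotin-(CUG)12, compounds 92 nM–58 uM, incubated 60 min at room temperature.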
Eya2 inh – blocks the phosphatase activity of human Eya2. O00167. recombinant Eya2, OMFP fluorescence dephosphorylation (OMFP is methylfluorescein phosphate). Potency, µM (doses to about 76.9 µM), for the others: at the top dose activity, negative = inhibition, actives largely listed as inhibitors. hit rate 0.006% among 330,000. AID 488837; note: potency is the fitted concentration of half-maximal effect; % is set by controls: 0 for no effect and ±100 for the full control effect
Target sequence (O00167 whole entry, looked up): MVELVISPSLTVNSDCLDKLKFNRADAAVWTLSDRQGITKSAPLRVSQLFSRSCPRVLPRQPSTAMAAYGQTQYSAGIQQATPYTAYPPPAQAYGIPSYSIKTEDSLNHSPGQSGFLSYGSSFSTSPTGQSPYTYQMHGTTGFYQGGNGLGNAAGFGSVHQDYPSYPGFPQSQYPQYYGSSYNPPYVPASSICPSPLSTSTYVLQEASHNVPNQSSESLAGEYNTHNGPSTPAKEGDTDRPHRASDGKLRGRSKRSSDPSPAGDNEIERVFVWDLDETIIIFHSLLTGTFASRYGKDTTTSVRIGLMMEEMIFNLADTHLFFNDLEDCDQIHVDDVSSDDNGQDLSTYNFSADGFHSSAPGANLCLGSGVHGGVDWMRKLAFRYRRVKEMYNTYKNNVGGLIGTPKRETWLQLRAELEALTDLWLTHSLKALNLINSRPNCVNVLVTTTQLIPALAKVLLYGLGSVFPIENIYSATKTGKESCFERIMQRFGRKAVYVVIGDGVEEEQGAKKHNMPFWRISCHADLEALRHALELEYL
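Eya2 (0.2 uM) preincubated 10 min at ambient with compound, then OMFP substrate added at 50 uM; 10 min reaction in 50 mM HEPES pH 7.5, 50 mM NaCl, 5 uM MgCl2, 0.05% BSA, 1 mM DTT. Fluorescence read at Ex 485/Em 525 nm.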
TSHR antag – blocks TSH signaling through the human TSH receptor | P16473 | hit rate 0.2% among 330,000 | AID 504810 | TSHR-expressing cells, TSH-stimulated cAMP HTRF, 2 h; hits give low values | activity change, negative = inhibition, % at 11.5 µM;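 active = activity change below a set negative limit, meaning inhibition stronger than a set level, cut at about -70% in these data; inconclusive = activity change between two set negative limits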; note: % is set by controls: 0 for no effect and ±100 for the full control effect
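Freshly harvested TSHR cells receive pin-tooled compound, then EC80 TSH at 4nM final. After 2 hours at 37 deg C, antibody in lysis buffer and cAMP-d2 are added; 30 minutes at ambient temperature precede the HTRF read.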
KCNH2 WT inh – KCNH2 (human, wildtype) channel inhibition; hit rate 0.37% among 340,000; AID 720551; U2OS, BacMam KCNH2, thallium flux FluxOr; hits give low values; Q12809; activity change, % at 1.84 µM;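 active = maximum activity change below -70%; inconclusive = maximum activity change between -70% and -50%; inactive = maximum activity change above -50%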; note: % is set by controls: 0 for no effect and ±100 for the full control effect
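U2OS cells were transduced with wild-type KCNH2 virus (2.03 x 10^8 / mL) for 4 h at room temperature, then cultured overnight at 37 C. Thallium flux was read with FluxOr dye. Rate constants were normalized to DMSO controls.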
USP2a block – blocks human ubiquitin-specific protease USP2a. USP2 core, Ub-CHOP2 coupled fluorogenic reporter, 485/531. Potency, µM (highest dose often 38.3 µM), for inactives: at the top dose activity change, negative = inhibition, hits mostly inhibitors. hit rate 0.01% among 330,000. O75604;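 note: potency is the fitted concentration of half-maximal effect; plate controls were DMSO wells for no effect and full inhibition by NEM control for full effect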
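Deubiquitinase activity read as fluorescence (485/531 nm) after Ub-CHOP2 cleavage activates the enterokinase reporter on its substrate; USP2 core 10nM, Ub-CHOP2 and substrate 25nM each, 30min compound preincubation then 60min RT; data normalized to NEM, curves fitted.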
GALK inhibitor – blocks human galactokinase activity. P51570. Purified GALK, Kinase-Glo residual ATP luminescence. Potency, µM (top dose mostly 57.5 µM), for inactives: top-dose activity change, negative = inhibition, most hits filed as inhibitors. hit rate 0.007% among 270,000. AID 1868; note: potency is the fitted concentration of half-maximal effect; % is set by controls: 0 for no effect and ±100 for the full control effect
Target sequence (P51570 whole entry, looked up): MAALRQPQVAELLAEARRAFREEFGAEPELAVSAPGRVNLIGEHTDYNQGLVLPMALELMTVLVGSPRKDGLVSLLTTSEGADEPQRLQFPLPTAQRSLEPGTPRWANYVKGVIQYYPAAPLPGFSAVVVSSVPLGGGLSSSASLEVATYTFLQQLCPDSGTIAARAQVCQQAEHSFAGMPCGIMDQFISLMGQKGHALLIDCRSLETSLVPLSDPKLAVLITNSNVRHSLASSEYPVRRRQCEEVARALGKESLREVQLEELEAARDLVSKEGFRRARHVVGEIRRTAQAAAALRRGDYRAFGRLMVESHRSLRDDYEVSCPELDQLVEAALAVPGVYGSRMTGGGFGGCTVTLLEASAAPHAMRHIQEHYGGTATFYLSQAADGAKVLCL
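The enzyme phosphorylates galactose (100 uM) using ATP (35 uM); inhibition is detected as higher residual ATP, quantified by bioluminescence after 1 h reaction at room temperature, pH 8.0.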
BCR signal inh – blocks chronic active B-cell receptor signaling | ABC-DLBCL IkBa-CBG/CBR reporter, luminescence ratio, 4 h | AID 493014 | Potency, µM (titrated, usually from 46.1 µM), for the others: at the top dose ratio change, negative = lower green/red ratio, hits mostly inhibitors | hit rate 0.05% among 340,000; active = well fitted inhibition curve with a large enough effect in the signal ratio, with a control signal flat, not every such curve was filed as active; inconclusive = small, poorly fitted or top-dose-only effect, or effect the other way, or a change in a side signal; the % refers to the signal ratio;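 note: potency is the fitted concentration of half-maximal effect; plate controls were basal doxycycline-induced cells for no effect and cells given 10 µM MG132 for full effect; MG132 reads +100%, hits lower the ratio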
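Concentration-response series (up to 46 uM) were applied to TMD8 dual-reporter cells for 4 h at 37C with doxycycline. Green/red ratio, after filter-overlap correction, defined %Activity; red signal alone was normalised to basal cells and zero luminescence.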
Mito fusion yeast – blocks mitochondrial division or promotes mitochondrial fusion; S. cerevisiae fusion-defective mutant growth rescue, CellTiterGlo 48 h; Potency, µM (titrated, usually from 46.1 µM), inactives show top-dose growth rescue (activation), usual class: activators; hit rate 0.23% among 320,000;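 note: potency is the fitted concentration of half-maximal effect; % of control where 0% means no effect; nearly all actives have a fitted effect of over 45% in size; temperature-sensitive fusion mutants such as fzo1-1 at 37 °C on non-fermentable ethanol glycerol medium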
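Luminescent cell viability in 1536-well qHTS format served as the measure of rescued growth in ts fusion-mutant S. cerevisiae cultured on non-fermentable YPEG for 48 hours at 37C.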
S-ASM inh – inhibitors of human secretory acid sphingomyelinase; placental ASM, HMU-PC fluorogenic substrate, 60 min; hit rate 0.006% among 340,000; Potency, µM (titrated, usually from 57.5 µM), for inactives: at the top dose activity change, negative = inhibition, most hits filed as inhibitors; P17405; AID 504937; note: potency is the fitted concentration of half-maximal effect
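qHTS format. ASM enzyme prepared from human placenta hydrolyses the fluorogenic substrate HMU-PC0 (9 uM final) over 60 min at 37 °C after a 10 min compound preincubation.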
Active calls of the source: *; ? = inconclusive; . = no result given; [ ] = dose if it differs, or a comment. Unless noted, calls come from the whole dose curve; as a rule, active = well fitted curve in the direction sought with a large enough effect; inconclusive = small, poorly fitted or top-dose-only effect, or another doubt; inactive = no such curve, though single readings can be large; an effect the other way counts as inactive or inconclusive. A portion of the library (hit frequency here may not be typical).

SMILES | PKM2 activator | Menin MLL FP TR | MBNL1 CUG block | Eya2 inh | TSHR antag | KCNH2 WT inh | USP2a block | GALK inhibitor | BCR signal inh | Mito fusion yeast | S-ASM inh
COc1ccc(OCC(=O)N2CCN(C(=O)c3cccc4ccccc34)CC2)cc1 | -6% | -23% | 4% | -28% | -13 | 6 | 0% | -1% | ? | 0% | -2%
COc1ccc(/C=C/C(=O)OCC(=O)c2ccccc2F)cc1 | . | . | . | 4% | -23 | -7 | 0% | . | ? | . | 1%
Cc1cc(C)n2nc(-c3ccccc3)cc2n1 | -7% | 0% | 10% | 2% | -2 | -2 | 0% | 2% | -1% | 8% | 4%
O=C(NCCCn1ccnc1)c1ccc(NS(=O)(=O)c2ccc(Cl)c(Cl)c2)cc1 | . | . | . | -16% | 14 | -4 | 3% | . | 17% | 9% | -2%
CCn1cc(C(=O)NCCc2ccccc2C)c(=O)c2ccc(C)nc21 | 3% | -13% | -8% | -4% | 7 | -6 | 0% | -5% | -2% | 4% | 0%
O=C(O[C@H]1[C@H](Cc2ccccc2)NS(=O)(=O)[C@H]2C[C@@H]3C=C[C@]12O3)c1ccc([N+](=O)[O-])cc1 | . | . | . | 7% | -2 | -3 | 0% | . | 0% | 1% | 1%
O=C(Nc1ccc(CN2CCCCC2)cc1)c1sc2ccccc2c1Cl | 2% | . | ? | -13% | -19 | -2 | 8% | 0% | ? | -5% | -4%
O=C1CC(N(CCc2ccccc2)C(=S)Nc2cc(Cl)ccc2Cl)C(=O)N1c1c(Cl)cccc1Cl (configuration not stated) | -8% | 10µM* | -5% | 8% | -11 | 6 | -6% | 3% | ? | -16% | 0%
Nc1c(C(=O)N/N=C/c2ccc(F)cc2)oc2nc(-c3ccccc3)cc(-c3ccco3)c12 | -6% | . | 13% | -1% | -6 | 1 | 3% | 0% | 6% | 7% | 39%[activator]
O=c1[nH]c(=S)c2c(n1-c1ccccc1)CCC2 | -12% | -11% | 20% | 12% | 31 | 9 | -1% | 1% | ? | -3% | 5%
O=c1c2ccccc2nnn1CSc1nnc(-c2ccc3c(c2)OCO3)o1 | 1% | 0% | -6% | 0% | -4 | -8 | -1% | -1% | 0% | -1% | -4%
CCOC(=O)C1CCN(C/C=C/c2ccccc2)CC1 | -5% | -7% | -6% | 3% | -12 | 11 | -1% | 1% | 9% | -1% | 4%
CCC(C)Oc1ccc(/C=C/c2[nH]c(=O)[nH]c(=O)c2[N+](=O)[O-])cc1OC (configuration not stated) | 4% | 2% | -10% | -13% | 19 | -1 | 1% | 1% | 5% | ? | -5%
CCN(CC)CCCNC(=O)/C(=C\c1cccn1C)NC(=O)c1cccs1 | 6% | -10% | . | 4% | 6 | -2 | 0% | -1% | -1% | 5% | 2%
CCNC(=O)C(=O)Nc1ccc([N+](=O)[O-])cc1 | 6% | -1% | 14% | 5% | 4 | 2 | 5% | -1% | 0% | -2% | 1%
COc1ccccc1N1C(=O)c2ccc(C(=O)Nc3nccs3)cc2C1=O | -7% | ? | . | 11% | -3 | 4 | 0% | 12% | 5% | 6% | 1%
CC(C)NCC(O)COc1ccc(Br)cc1 (configuration not stated) | -9% | 0% | -8% | -4% | -3 | 1 | 4% | 11% | -1% | 0% | -2%
O=C(COC(=O)c1ccncc1)Nc1ccccc1 | -2% | 10% | . | 0% | -10 | 7 | 0% | -1% | ? | -8% | -5%
O=C(CSC(=S)N1CCCCC1)c1ccccc1 | -21% | -7% | -4% | -4% | -17 | 12 | 1% | 0% | ? | 3% | 2%
O=C(Nc1ccccc1N1CCN(C(=O)c2ccccc2)CC1)c1ccccc1Cl | 3% | . | -7% | -1% | -6 | -1 | -5% | 4% | 6% | 17% | -2%
Cc1cc(C)n(CCNC(=O)c2cc(COc3ccc(F)cc3Cl)on2)n1 | 2% | -7% | 4% | -5% | -4 | 5 | 0% | -1% | -4% | -2% | 1%
Cn1cc(C(=O)NC2C3CC4CC(C3)CC2C4)cn1 (configuration not stated) | -5% | -1% | -10% | 6% | 1 | 1 | 3% | 2% | 0% | -1% | 5%
CC(Oc1ccc(F)cc1)C(=O)Nc1cc(S(=O)(=O)N2CCOCC2)ccc1N1CCN(C)CC1 (configuration not stated) | . | . | . | -6% | -2 | 25 | -1% | . | -4% | 2% | 0%
COc1ccc(NS(=O)(=O)c2cccc(C(=O)NNC(=O)CN3C(=O)NC(C)(C)C3=O)c2)cc1 | . | . | . | 3% | -5 | -2 | 2% | . | -2% | -5% | .
CN(C)C(=O)NC1c2ccccc2-c2ccccc21 | . | 4% | 2% | 1% | -3 | 0 | 2% | -2% | ? | -6% | 3%

Three records drawn at random from the list so far, as already listed:
SMILES | PKM2 activator | Menin MLL FP TR | MBNL1 CUG block | Eya2 inh | TSHR antag | KCNH2 WT inh | USP2a block | GALK inhibitor | BCR signal inh | Mito fusion yeast | S-ASM inh
O=C(COC(=O)c1ccncc1)Nc1ccccc1 | -2% | 10% | . | 0% | -10 | 7 | 0% | -1% | ? | -8% | -5%
CCNC(=O)C(=O)Nc1ccc([N+](=O)[O-])cc1 | 6% | -1% | 14% | 5% | 4 | 2 | 5% | -1% | 0% | -2% | 1%
CN(C)C(=O)NC1c2ccccc2-c2ccccc21 | . | 4% | 2% | 1% | -3 | 0 | 2% | -2% | ? | -6% | 3%

Continued:
SMILES | PKM2 activator | Menin MLL FP TR | MBNL1 CUG block | Eya2 inh | TSHR antag | KCNH2 WT inh | USP2a block | GALK inhibitor | BCR signal inh | Mito fusion yeast | S-ASM inh
CCN(CC(=O)Nc1cc(Cl)ccc1C)C(=O)CN1C(=O)NC(CC)(c2ccccc2)C1=O (configuration not stated) | . | . | . | -4% | 3 | -1 | 0% | . | 5% | -4% | .
CCOc1ccccc1NC(=O)CCCc1ccc(OC)c(C)c1 | -3% | -8% | -12% | -6% | 17 | 2 | -2% | -2% | -15% | 0% | 3%
CCOc1cc(S(=O)(=O)N2CCOCC2)ccc1F | 11% | -7% | 2% | 15% | -5 | -13 | 0% | 0% | ? | 3% | -3%
COCCN(C(=O)c1cc(Cl)ccn1)c1c(N)n(Cc2ccccc2)c(=O)[nH]c1=O | . | . | . | 20% | 10 | -5 | 2% | . | -4% | -7% | 8%
CC12CCC(=O)N1C(C(=O)OCC(=O)Nc1cccc(Br)c1)CS2 (configuration not stated) | -3% | -2% | -7% | 9% | 4 | 21 | 0% | 9% | 1% | 13% | -2%
CC1CCCCN1C(=O)COc1ccc(NC(=O)c2ccco2)cc1 (configuration not stated) | 3% | 1% | -6% | 11% | -8 | 5 | 6% | 3% | -1% | -4% | -1%
CCCCOc1ccc(-c2nc(=S)[nH][nH]2)cc1 | 0% | 6% | 7% | -11% | -8 | 4 | 0% | 2% | ? | ? | -2%
O=C(CSCC(=O)Nc1cccc([N+](=O)[O-])c1)Nc1ccccc1 | 8% | 8% | ? | 8% | -9 | -2 | 7% | 0% | -18% | 2% | 0%
COc1ccc(NC(=O)COC(=O)c2ccc3ccccc3n2)cc1OC | . | . | . | 8% | -9 | 2 | 2% | . | 3% | . | -3%
O=[N+]([O-])c1cc(N=Nc2ccc3ccccc3c2)ccc1O | -10% | ? | 1% | 8% | -27 | -9 | -1% | -3% | ? | 4% | -9%
Cc1cc(=O)c2n(Cc3ccccc3Cl)nc[n+]2[nH]1 | 22% | -16% | 13% | -1% | -18 | -3 | 3% | 0% | 7% | 4% | 1%
Cc1ccc2c(c1)cc(CN(C(=O)N1CCOCC1)C1CCCC1)c1nnnn12 | 1% | -3% | -14% | 0% | 1 | -5 | -1% | 4% | -1% | 6% | 0%
CN(CC(=O)Nc1ccccc1Cl)C(=O)COC(=O)c1cc(S(=O)(=O)N(C)C)ccc1N1CCCC1 | . | . | . | 3% | 8 | 1 | 0% | . | -7% | 3% | 1%
